Hsp70 act = Hsp70 transcriptional activators, primary screen, cell-based, HeLa, Hsp70 promoter luciferase, luminescence, 10 µM. activation, % at 10 µM. 200,000 tested, 0.04% active. HeLa Hsp70 promoter luciferase reporter; scaled: vehicle 0, proteasome-inhibitor control 100%;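 active means activation above the mean across all tested compounds plus 3 SD, cutoff set per campaign, cut at about 5.5% in these data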;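 further: 100% = MG132 at 30 µM as the positive control and 0% = DMSO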
APP 5'UTR act = activators of APP 5'UTR luciferase reporter, primary screen, SH-SY5Y cells | SH-SY5Y APP 5'UTR luciferase reporter, luminescence; zero percent = DMSO vehicle wells | activation, % at 2 µM | 190,000 tested, 1% active;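 active means activation above a set limit, based on mean plus 3 SD of controls, cut at about 140% in these data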; further: values of inactives mirror those of a sister screen read the other way
STAT1 activator = STAT1 signaling activators, primary screen, cell-based, HTS, luciferase reporter; NIH 3T3 STAT1-luciferase reporter, IFN-gamma, luminescence; 100% = IFN-gamma alone, no compound; activation (% of control), % at 5.5 µM; 200,000 tested, 2.6% active;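 active means activation above the screen-wide mean activation plus 3 SD, cut at about 130% in these data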;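 further: raw ratio to IFN-gamma control signal so 100% means no change and 0% no light; values of inactives mirror those of a sister screen read the other way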
STAT3 inh = IL-6 driven STAT3 reporter inhibitors, primary screen, U3A cells, luciferase, luminescence, MLSCN library. IL-6 STAT3-luciferase reporter; host cell line lacks STAT1. inhibition, % at 5.5 µM. 190,000 tested, 0.89% active;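 active means inhibition above the mean inhibition across all screened compounds plus 3 SD, cut at about 44% in these data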;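 further: 0% = DMSO only wells and 100% = 100 µM nifuroxazide control wells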
RAM network inh = inhibitors of the yeast RAM network, primary screen, dse1pr::URA3 reporter, 5-FOA selection; S. cerevisiae dse1pr::URA3 reporter, 5-FOA growth OD615, 2 d; analog-sensitive cbk1-as2 kinase mutant strain; inhibition, % at 50 µM; 190,000 tested, 1.8% active; AID 868, 2007;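 active means inhibition above a set limit, 3 SD over mean compound inhibition, cut at about 8.4% in these data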;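 further: 0% = DMSO-only wells with no growth and 100% = 10 µM 1-NA-PP1 full growth; inhibition rescues growth on 5-FOA so higher OD means more RAM inhibition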
STAT3 act = IL-6 driven STAT3 reporter potentiators, primary screen, U3A cells, luciferase, luminescence, MLSCN library; IL-6 STAT3-luciferase reporter; 100% = signal with IL-6 EC80 alone; activation (% of control), % at 5.6 µM; 190,000 tested, 0.91% active;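 active means activation above the screen-wide mean of compound activation plus 3 SD, cut at about 130% in these data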;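 further: 0% = background luminescence of wells with medium and substrate only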
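Test system: human U3A cells carrying STAT3-luciferase construct; control set: IL-6-only wells as 100% reference; timing: compound pre-incubation 1 h before IL-6, then 6 h stimulation at 37 °C; also added: IL-6 stimulus at 33 ng/mL final; evaluation: % activation versus median of IL-6-stimulated wells; detection: reporter luminescence signal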
STAT1 blocker = STAT1 signaling inhibitors, primary screen, cell-based, HTS, luciferase reporter | inhibition, % at 5.5 µM | AID 920, 2007 | 200,000 tested, 0.35% active | NIH 3T3 STAT1-luciferase reporter, IFN-gamma, luminescence;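 active means inhibition above a set limit, the mean inhibition across all tested compounds plus 3 SD, cut at about 34% in these data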;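 further: 0% = IFN-gamma with DMSO and 100% = IFN-gamma with 300 µM nifuroxazide; values of inactives mirror those of a sister screen read the other way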
APP 5UTR inh = inhibitors of APP translation via 5'UTR reporter, primary screen, APP 5'UTR luciferase, SH-SY5Y cells; inhibition, % at 2 µM; AID 1285, 2008; 190,000 tested, 0.82% active; SH-SY5Y APP 5'UTR-luciferase reporter, luminescence;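 active means inhibition above a set limit, derived from the sample mean plus 3 SD, cut at about 45% in these data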; further: values of inactives mirror those of a sister screen read the other way
NF-kB expr up = activators of NF-kB expression in neurons, primary screen, cell-based, HTS | human neuronal cells, NF-kB reporter expression; stronger effect = higher value | fold change at 12.5 µM | 190,000 tested, 1.6% active; in the data active means fold change above about 3.3
FLuc inhib CS = firefly luciferase enzyme inhibitors, primary screen, artefact control for luciferase-based inhibitor screens, biochemical, luminescence, ATPLite; Luciferin 4-monooxygenase (Photinus pyralis), P08659; inhibition, % at 10 µM; 10 min; 200,000 tested, 1.5% active;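 active means inhibition above about 50% when tested at 10 µM, limit read from the data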
Target sequence (P08659 whole entry, looked up): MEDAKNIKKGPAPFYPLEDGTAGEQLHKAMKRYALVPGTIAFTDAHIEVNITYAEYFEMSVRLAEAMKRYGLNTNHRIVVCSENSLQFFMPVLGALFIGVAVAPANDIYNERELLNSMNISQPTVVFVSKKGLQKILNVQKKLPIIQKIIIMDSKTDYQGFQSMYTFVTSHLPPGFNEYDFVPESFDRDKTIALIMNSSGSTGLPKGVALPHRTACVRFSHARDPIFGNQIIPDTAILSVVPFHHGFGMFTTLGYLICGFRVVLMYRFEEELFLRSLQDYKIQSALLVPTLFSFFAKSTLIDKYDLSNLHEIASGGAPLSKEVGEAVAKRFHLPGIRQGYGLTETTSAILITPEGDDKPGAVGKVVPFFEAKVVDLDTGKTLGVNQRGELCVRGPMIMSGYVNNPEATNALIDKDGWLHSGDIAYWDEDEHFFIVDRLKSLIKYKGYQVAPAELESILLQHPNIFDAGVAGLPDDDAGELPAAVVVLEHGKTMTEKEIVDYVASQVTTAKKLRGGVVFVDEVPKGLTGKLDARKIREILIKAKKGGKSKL
Starred values were filed as active, the others as inactive; / = no result given.

SMILES	Hsp70 act	APP 5'UTR act	STAT1 activator	STAT3 inh	RAM network inh	STAT3 act	STAT1 blocker	APP 5UTR inh	NF-kB expr up	FLuc inhib CS
COc1ccc(S(=O)(=O)N2CCCOC2CNC(=O)C(=O)NCCCn2ccnc2)cc1 (stereo unspecified)	-0.2	15.1	103.7	4.2	0.2	101.3	-6.3	-15.1	1.01	-6.4
CCOC(=O)NC(=O)C(=CNc1cccc(C)c1)C(=O)NC(=O)OCC	-0.2	-12.6	99.0	0.6	1.2	98.2	1.2	12.6	1.22	-2.0
O=C(OCc1csc(Nc2ccccc2)n1)c1ccc(Cl)cc1	-0.2	18.5	102.5	-4.6	6.9	99.5	-2.8	-18.5	1.05	-7.8
Cc1ccc(C)n1NC(=O)c1ccccc1O	-0.1	1.8	99.0	-54.7	2.4	153.2*	1.1	-1.8	1.16	4.1
CN1CCN(S(=O)(=O)c2cccc(S(=O)(=O)c3ccc(Cl)cc3)c2)CC1	0.2	6.2	97.9	3.7	-0.3	97.8	2.2	-6.2	0.65	1.2
COC(=O)CP(=O)(c1ccccc1)c1ccccc1	-0.4	-0.3	99.6	8.4	0.4	98.7	0.4	0.3	1.04	-6.3
CS(=O)(=O)c1cnc(-c2ccccc2)nc1-c1ccc(Cl)c(Cl)c1	-0.1	6.2	101.0	-3.3	1.6	111.8	-0.8	-6.2	1.45	-11.0
CC(=O)NC1=NN(C(C)=O)C(C)(c2cccs2)S1 (stereo unspecified)	-0.1	-5.4	99.6	0.6	1.6	100.7	-2.0	5.4	1.31	-4.3
Cc1ccc(NC(=O)CCl)cc1S(=O)(=O)N1CCCCCC1	-0.4	-2.4	101.9	-15.5	0.9	114.1	-3.6	2.4	0.2	-5.2
CCCOc1ccc2[nH]cc(C(=O)O)c(=O)c2c1	-0.2	-0.6	103.7	1.3	4.1	102.5	-4.0	0.6	1.07	-1.6
N#C/C(C(=O)NCc1ccccc1)=C1/SC(Cc2ccc(Cl)cc2)C(=O)N1c1ccccc1 (stereo unspecified)	-0.6	8.6	97.2	-0.5	6.3	103.7	3.0	-8.6	1.14	-6.7
Cc1cc(Nc2ccc(N3CCC(C)CC3)cc2)n2ncnc2n1	-0.5	-9.9	97.1	19.6	2.6	85.9	3.2	9.9	0.92	-1.2
O=C(Nc1cccc(Cl)c1)N1CCN2C(=O)c3ccccc3C12c1ccccc1 (stereo unspecified)	-0.4	-5.8	96.9	0.0	1.5	102.2	3.5	5.8	0.66	-5.3
CC1CCc2c(sc3ncn(CC(=O)N4CCCCC4)c(=O)c23)C1 (stereo unspecified)	0.2	15.4	97.0	8.3	1.2	97.5	2.9	-15.4	1.25	-8.6
CCN(CC)S(=O)(=O)c1cccc(-c2nnc(SCC(=O)NC3CCCCCC3)n2N)c1	-0.5	25.2	98.4	3.4	-0.9	103.1	1.8	-25.2	0.94	-11.8
CCCN(CCC)C(=S)NC(=O)c1ccc(-c2ccccc2)cc1	0.1	9.1	102.2	1.0	0.9	107.9	6.2	-9.1	1.57	4.8
CSCCC(NC(=O)c1ccccc1)c1nc(-c2ccccc2)no1 (stereo unspecified)	-0.3	-5.2	94.2	12.8	6.0	94.0	6.3	5.2	0.72	-3.2
CN(C)C(=O)c1nc2ccc(Cl)cn2c1CN1CCCC(OCc2ccccc2)C1 (stereo unspecified)	-0.3	-12.4	96.0	10.0	-0.2	101.3	3.5	12.4	0.99	-5.4
CCOC(=O)CSc1nc2ccccc2c(=O)[nH]1	-0.3	/	92.9	15.2	1.3	94.4	7.9	/	1.13	-8.0
O/N=C1/CCc2nonc2/C1=N/O	-0.3	-4.6	99.4	8.3	0.4	100.4	0.6	4.6	0.77	-7.6
Cc1ccc(NC(=O)c2ccc(OC(=O)c3ccco3)cc2)cc1	-0.3	14.9	133.8*	-20.3	4.6	117.3	-36.6	-14.9	2.77	-2.1
COCc1cc(C)nc(OCC(=O)N/N=C/c2ccc(-c3cc([N+](=O)[O-])ccc3C)o2)c1C#N	0.1	13.5	105.1	32.9	1.3	77.0	-4.5	-13.5	1.2	-2.0
Brc1ccc(OCCOc2cccc3cccnc23)cc1	0.0	2.5	103.8	13.2	0.9	92.2	-4.3	-2.5	1.33	-3.5
CCNc1nc(Cl)nc(NCCOc2ccc(C)cc2)n1	-0.4	27.5	101.3	-0.9	1.2	100.0	-1.4	-27.5	0.95	-5.4
Cc1cc(C)nc(SCc2nnc(SCC(=O)N3CCCc4ccccc43)o2)n1	0.2	6.7	94.1	8.7	0.5	96.5	6.5	-6.7	0.86	-7.1
CCc1ccc(N(C(C)=O)c2nc(CCl)cs2)cc1	-0.4	-14.1	103.8	0.1	0.8	104.5	-5.5	14.1	1.29	0.2
CCCn1c(O)c2ccc(C(=O)N=NC(=O)c3cccnc3)cc2c1O	0.0	-2.6	99.3	-6.1	0.1	105.1	0.8	2.6	1.26	2.6
CCc1nccn1S(=O)(=O)c1cccc([N+](=O)[O-])c1	-0.1	3.3	95.8	0.9	0.8	98.5	4.7	-3.3	1.18	-4.7
O=C1N(S(=O)(=O)c2ccccc2F)C(=O)C2(CCCC2)N1S(=O)(=O)c1ccccc1F	-0.2	5.3	98.2	13.5	-0.4	93.8	0.7	-5.3	1.22	-1.3
CCCCOc1ccccc1-c1cc(C(=O)O)[nH]n1	-0.3	7.5	103.3	-0.3	2.1	101.9	-3.6	-7.5	0.97	-2.2

Structures shown so far that contain a nitro group on carbon:
SMILES	Hsp70 act	APP 5'UTR act	STAT1 activator	STAT3 inh	RAM network inh	STAT3 act	STAT1 blocker	APP 5UTR inh	NF-kB expr up	FLuc inhib CS
COCc1cc(C)nc(OCC(=O)N/N=C/c2ccc(-c3cc([N+](=O)[O-])ccc3C)o2)c1C#N	0.1	13.5	105.1	32.9	1.3	77.0	-4.5	-13.5	1.2	-2.0
CCc1nccn1S(=O)(=O)c1cccc([N+](=O)[O-])c1	-0.1	3.3	95.8	0.9	0.8	98.5	4.7	-3.3	1.18	-4.7

Next compounds follow:
SMILES	Hsp70 act	APP 5'UTR act	STAT1 activator	STAT3 inh	RAM network inh	STAT3 act	STAT1 blocker	APP 5UTR inh	NF-kB expr up	FLuc inhib CS
NCC(O)COc1ccc2c(c1)OCO2 (stereo unspecified)	0.5	-16.1	98.9	9.4	-0.1	96.2	1.2	16.1	1.14	-3.4
CNS(=O)(=O)c1cc(C(=O)OCC(=O)NC2CCCc3ccccc32)ccc1Cl (stereo unspecified)	1.6	0.7	96.9	2.5	2.4	101.2	3.5	-0.7	0.91	1.7
N#Cc1c(-c2ccco2)ccn(Cc2cccc(F)c2)c1=O	-0.2	-19.3	108.1	12.6	1.4	96.2	-8.3	19.3	1.48	-1.9
O=C(C1CC1)N1CCc2cc(S(=O)(=O)NC3CCN(Cc4ccccc4)CC3)ccc21	0.1	0.8	105.1	13.4	0.3	91.4	-5.6	-0.8	1.09	-4.5
Cc1ccc(S(=O)(=O)N2CCN(C(=O)COc3ccc(NC(=O)c4ccco4)cc3)CC2)cc1	-0.2	-6.0	98.8	14.1	4.5	89.7	1.3	6.0	1.14	2.8
Cc1nc(NCc2cccnc2)c2c3c(sc2n1)CC(C)CC3 (stereo unspecified)	-0.2	-17.1	115.2	-4.3	1.1	105.0	-16.4	17.1	1.38	7.7
CN1CCN(C(=O)CN(c2ccccc2)S(=O)(=O)N(C)C)CC1	0.0	-9.5	99.1	6.8	2.5	99.3	1.4	9.5	/	-2.7
c1ccc2c(Nc3nc4c(s3)CCCC4)cccc2c1	-0.3	62.6	123.8	-19.5	-0.5	121.7	-26.0	-62.6	2.03	14.1
Cc1ccc2[nH]c3c(c2c1)CC/C(=C/c1ccccc1)C3=O	-0.3	-2.7	120.4	11.1	4.2	91.0	-22.1	2.7	1.51	3.0
O=C(NNC1=NCCCCC1)c1cccc([N+](=O)[O-])c1	-0.3	-13.1	101.4	7.5	-1.1	97.0	-1.9	13.1	1.18	-7.4
CNC(=S)N(Cc1ccc(OC)cc1)C1CC(=O)N(c2ccc(Cl)cc2)C1=O (stereo unspecified)	-0.2	-8.4	100.2	-3.5	0.1	103.9	-0.2	8.4	1.17	2.7
CCOC(=O)N1CCC(NC(=O)CSCc2nc(-c3sccc3C)oc2C)CC1	-0.1	10.2	100.5	11.4	0.7	94.6	-0.6	-10.3	0.97	-5.4
Cc1ccc(Cl)cc1-c1ccc(C=Nc2ccc(N3CCOCC3)cc2)o1	0.1	-0.9	111.7	-7.3	-1.0	105.1	-13.2	0.9	1.83	-4.3
C#CC(C)(CC)NC(=O)c1cc2nc(C3CC3)cc(C(F)(F)F)n2n1 (stereo unspecified)	0.0	12.7	108.8	8.8	-0.1	96.7	-7.5	-12.7	1.39	-5.3
N=C1SCC(=O)N1c1ncc(Cc2cccc(Cl)c2)s1	-0.1	-0.7	102.8	-1.0	2.3	102.8	-5.0	0.7	1.19	-7.3
CCN(CC)c1ccc2cc(C=O)c(=O)oc2c1	-0.3	/	106.7	-19.0	1.6	116.0	-10.4	/	0.99	-5.8
CC(C)CNC(=O)c1ccccc1NC(=O)c1ccccc1N(C)S(=O)(=O)c1ccccc1	-0.5	24.8	94.6	-7.4	0.0	101.8	5.9	-24.8	0.62	-5.0
COc1ccc(-n2nnnc2SCC(=O)NNC(=O)c2ccc([N+](=O)[O-])cc2)cc1	-0.5	4.0	98.8	2.5	0.4	94.4	1.3	-4.0	0.92	-6.9
Cc1cc(NC(=O)CSc2nnc(-c3ccc(Cl)s3)o2)no1	0.0	-30.6	94.9	9.6	0.5	93.7	5.5	30.6	1.27	-5.4
CN(C)S(=O)(=O)c1ccc(N2CCCC2)c(C(=O)NCc2ccccc2)c1	-0.2	-2.3	97.1	1.9	0.1	98.4	3.6	2.3	0.99	-0.2
O=C(COC(=O)c1cccs1)c1ccccc1	-0.1	54.8	131.2*	-0.1	2.0	105.2	-34.1	-54.8	4.64*	65.7*
O=C(CCNC(=O)c1ccccc1)Nc1cccnc1	-0.2	3.0	102.0	10.9	1.4	94.8	-4.0	-3.0	/	1.9
Clc1ccccc1Cn1nnc2c(NCCN3CCOCC3)ncnc21	-0.1	-10.9	98.4	1.4	2.1	104.3	0.5	10.9	1.17	1.2
Cc1ccc(S(=O)(=O)N2CCOCC2)cc1NC(=O)CSc1nnc2cc(C)c3ccccc3n12	-0.2	4.5	100.0	7.1	0.7	94.8	0.0	-4.5	0.7	-5.6
COc1cc(Cl)c(S(=O)(=O)N2CCCC2)cc1Cl	-0.1	-23.2	105.5	1.6	0.1	103.7	-6.2	23.2	1.66	-1.6
CC(C)(C)c1nnc2sc(SCC(=O)c3ccccc3)nn2c1=O	-0.3	0.5	92.9	11.1	4.1	95.3	7.8	-0.5	1.4	-6.6

Screening results from PubChem BioAssay.

Compounds were not picked by outcome; overall some 7.7% were active at least once.
